# bCat nuc transl = modulators of beta-catenin nuclear translocation, primary screen, imaging, HeLa cells, immunofluorescence, high-content | nuclear translocation activity, % at 5 µM | hit rate 0.3% among 190,000 | AID 1665, 2009;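 active means nuclear translocation activity above 50% at 5 µM, with a well cell count of 50 or more; inconclusive means wells under 50 cells across six images, flagged as toxic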;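 further: per-cell ratio of nuclear to cytoplasmic median beta-catenin stain intensity; plate controls were DMSO negative control for no effect and GSK-3 inhibitor IX positive control for full effect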
#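 Test system: human HeLa cells, native beta-catenin. Compound dosing: 5 µM primary single dose, 0.1% DMSO, 0.02–20 µM confirmation series. Incubation: compound exposure 24 h at 37°C. Detection: beta-catenin immunostaining with DAPI counterstain, 20x imaging, 6 fields/well. Read-out basis: Nuclear/cytoplasmic beta-catenin signal ratio, % activation.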
# Yfh1-depleted yeast = enhancers of respiration in Yfh1-depleted yeast, dose response, Friedreich's ataxia, plus single-dose screen (AID 1465). fold induction at 50 µM; hits with a dose series show EC50 in µM. S. cerevisiae Yfh1-off respiration, WST-1 reduction, 72 h; higher fold induction means a stronger effect. hit rate 0.074% among 220,000;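 active means fold induction of absorbance versus untreated yeast above a set limit, then at least 30% activation at any dose in follow-up; inconclusive means repeats straddling the limit, or above it without dose testing; inactive means fold induction below the set limit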;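 further: activators that raise dye reduction in frataxin-depleted yeast; strong numbers were not always called active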
# Autophagy HCS = autophagy modulators in MEF cells, primary screen, imaging, high-content, MEF GFP-LC3; MEF GFP-LC3 puncta imaging; test concentration mostly 10 µM; hit rate 0.98% among 190,000; calls only at 10 µM (by protocol); AID 463193, 2010;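 active means percentage of spot-positive cells more than 3 SD above its plate mean, without a fluorescence outlier flag or 80% toxicity; inconclusive means no clear call, values can overlap the other calls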;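 further: spot-positive cell cutoff set from DMSO-treated cells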
# P. falciparum M1AAP = P. falciparum M1AAP inhibitors, biochemical, fluorogenic H-Leu-NHMec substrate, 1536-well (AID 1445) | hit rate 0.42% among 220,000 | Aminopeptidase N (Plasmodium falciparum (isolate 3D7)) | recombinant M1AAP, H-Leu-NHMec fluorogenic kinetic assay; higher % means a stronger effect | inhibition, % at 30 µM; hits with a dose series show IC50 in µM;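 active means primary inhibition above the hit cutoff, then over 50% inhibition at one or more dose response concentrations, cut at about 23% in these data, passing the limit was not always enough; inconclusive means conflicting primary data, or primary hits not chosen for dose response; inactive means low primary inhibition, or under 50% at every dose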;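 further: plate controls were DMSO full reaction for no effect and no enzyme background for full effect; strong numbers were not always called active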
# M17LAP inhibition = P. falciparum M17LAP inhibitors, primary screen, biochemical, fluorogenic H-Leu-NHMec substrate, 1536-well (AID 1619); Leucine aminopeptidase (Plasmodium falciparum (isolate 3D7)); recombinant M17LAP, H-Leu-NHMec fluorogenic kinetic assay; higher % means a stronger effect; inhibition, % at 30 µM; hits with a dose series show IC50 in µM; hit rate 0.38% among 220,000;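 active means compound inhibiting the enzyme by more than half at any dose during confirmatory dose-response retesting; inconclusive means strong single-dose inhibitors picked by rank but not retested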;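 further: plate controls were full reaction with DMSO carrier for no effect and no enzyme background for full effect; strong numbers were not always called active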
# Dynein transport = inhibitors of GR-EGFP nuclear translocation, primary screen, dynein cargo transport inhibitor project, imaging, high-content, 3617.4 mouse cells. hit rate 0.47% among 220,000. z-score, hits read low. test concentration mostly 20 µM; stimulated with dexamethasone, 1 µM; hits give low values;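 active means plate z-score of nuclear minus cytoplasmic receptor signal below a set negative limit, without overly bright fluorescence or cell loss, cut at about -3.5 in these data, passing the limit was not always enough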;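 further: z-score of nuclear minus cytoplasmic ring GR-EGFP intensity difference per well; some compounds called inactive have numbers as strong as hits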
#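 Also added – dexamethasone, 1.0 µM final · Buffer or medium – tet-free, stripped-serum medium · Schedule – induction 48 h, compound 1 h, agonist 30 min · Detection – formaldehyde fixation, Hoechst nuclear stain, 10x automated fluorescence imaging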
# MT stabilize HCS = microtubule stabilizers in HeLa cells, primary screen, imaging, high-content imaging; hit rate 0.83% among 200,000; HeLa tubulin immunostaining HCS, 24 h; share of cells brighter than vehicle mean+2SD; % tubulin-high responders, % at 10 µM; AID 2205, 2009;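 active means plate Z-score above 3 for both tubulin-high and condensed-nucleus cell shares, with cell loss under 80%, at 10 µM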;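 further: anti alpha tubulin signal scored within the nucleus-defined area of each cell; some results filed as inactive read as strong as hits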
# T cell HTS = modulators of CD8 T cell-vesicle binding, primary screen, mouse 2C CD8+ T cells, flow cytometry | calls only at 7 µM | 2C CD8+ T cell-vesicle binding; hits give low values | hit rate 0.068% among 330,000;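 active means response, share of CD8 T cells binding vesicles, and their 90th percentile fluorescence all below set limits, cut at about 80% in these data, passing the limit was not always enough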
#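 System: murine 2C transgenic CD8+ T lymphocytes; also added: QL9-loaded Drosophila micro-vesicles; times: binding 1.5 h at 37 °C; measured by: flow cytometry, PE anti-B7-1 (FL2) versus Alexa647 anti-CD8 (FL8), PFA-fixed; control set: Peptide-free naked vesicles (low) and QL9 vesicles with 0.7% DMSO vehicle (high)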
# WT yeast gro inh = growth inhibition of WT strain, primary screen, mitochondrial fusion inhibitor project, WT and mutant strains, chemical genetic. mitochondrial fusion phenotypic screen. inhibition, % at 10 µM. hit rate 2.1% among 190,000. AID 1362, 2008; in the data active means inhibition above about 58%; tested in S. cerevisiae
# WT yeast gro inh mutant strain = second read-out of WT yeast gro inh, no call of its own (marks repeat the call); inhibition, %; mitochondrial fusion phenotypic screen, mutant strain inhibition
# Dynein transport cytoplasmic EGFP = recorded beside Dynein transport, whose call it bears; z-score; measured here: cytoplasmic GR-EGFP intensity; hits give high values
# Dynein transport nuclear GR-EGFP = also measured in Dynein transport; calls as there; z-score; measured here: nuclear GR-EGFP intensity;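 lower value marks the stronger effect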
# Dynein transport cell count = recorded beside Dynein transport, whose call it bears; z-score; measured here: cell count per field
# bCat nuc transl cell count 5 µM = also measured in bCat nuc transl; calls as there; cell count; measured here: cell count, cytotoxicity flag
# T cell HTS vesicle-bound % = also measured in T cell HTS; calls as there; double positive events, %; measured here: CD8+ vesicle-bound cell fraction;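 binding gate set so that unloaded-vesicle control wells show 10% double positive cells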
# MT stabilize HCS Hoechst-high % = further read-out of MT stabilize HCS, marked with its call; % Hoechst-high responders; measured here: nuclear condensation Hoechst responders;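 share of cells brighter than vehicle mean plus two SD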
# MT stabilize HCS cytotoxicity % = second read-out of MT stabilize HCS, no call of its own (marks repeat the call); toxicity, %; measured here: cytotoxicity by cell density;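 0% = mean cell density of plate MIN control wells and 100% = no cells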
# Autophagy HCS cell loss 18 h = further read-out of Autophagy HCS, marked with its call; toxicity, %; measured here: cell loss, nuclei count;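 cell loss after 18 h compound exposure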
# * = called active by the depositor; i = inactive; ? = inconclusive; . = no result given.
compound	WT yeast gro inh	WT yeast gro inh mutant strain	MT stabilize HCS cytotoxicity %	Dynein transport cytoplasmic EGFP	M17LAP inhibition	Autophagy HCS cell loss 18 h	MT stabilize HCS Hoechst-high %	bCat nuc transl cell count 5 µM	bCat nuc transl	T cell HTS	Yfh1-depleted yeast	Dynein transport	P. falciparum M1AAP	Dynein transport nuclear GR-EGFP	MT stabilize HCS	Autophagy HCS	T cell HTS vesicle-bound %	Dynein transport cell count
COc1ccc(-c2cc(C(=O)Nc3ccc(S(=O)(=O)Nc4ncccn4)cc3)c3ccccc3n2)cc1	.	.	.	0.259	0.1%	.	.	1127	1.5	i	i	-0.399	11.7%	-0.117	.	.	30.6	0.371
Cc1ccc(-c2noc(CN(C(=O)c3cccs3)C(C)C)n2)cc1	-5.4	3.9	0.1	-0.243	1.8%	-2.2	1.9	1210	-3.8	i	i	-0.921	10.5%	-0.426	2.9	i	15.5	0.358
Cc1ccc(S(=O)(=O)NCC(C)NS(C)(=O)=O)cc1 (stereo unspecified)	-2.2	0.8	7.6	-0.122	16.4%	-7.8	1.5	.	.	i	i	0.597	-6.9%	0.547	2.0	i	54.5	-0.0825
CCCN(Cc1ccccc1)C(=S)Nc1ccc(F)cc1	34.7	26.7	8.1	-0.32	-0.7%	7.0	1.6	1118	-0.5	i	i	-0.835	4.4%	0.287	1.5	i	34.1	-0.108
CC(C)Oc1nnnn1-c1ccccc1	-4.8	-12.1	10.4	-0.195	-3.6%	4.4	1.6	977	-2.8	i	i	-1.01	-5.5%	-0.687	4.7	i	19.6	0.0405
CCOC(=O)C1CCN(S(=O)(=O)c2cccc(-c3csc(C)n3)c2)CC1	-9.3	15.8	4.6	-0.296	2.1%	0.8	0.9	.	.	i	i	-0.531	-2.6%	-0.11	1.1	i	21.1	0.152
CCCC(CCC)C(=O)Nc1cccc(C(=O)O)c1	0.2	8.5	4.5	-0.112	1.4%	-8.9	1.1	1095	1.1	.	i	-0.479	5.2%	-0.033	1.1	i	.	0.591
CCN(CC)S(=O)(=O)c1ccc(/C=C/C(=O)OCC(=O)Nc2ccc(S(N)(=O)=O)cc2)cc1	-7.6	-21.6	3.4	-0.255	-12.3%	-3.5	2.4	519	-2.4	i	i	0.896	2.5%	0.111	2.8	i	47.6	-0.682
COc1ccc(C2C3=C(CCCC3=O)Nc3nc(C(F)(F)F)nn32)cc1OC (stereo unspecified)	18.6	-1.8	7.5	-0.214	3.7%	-6.2	2.2	857	0.8	i	i	0.265	15.7%	0.397	2.6	i	28.6	1.15
COc1ccc(CNC(=O)c2nnn(-c3cccc(C(F)(F)F)c3)c2N)cc1	-5.6	2.2	2.4	-0.0316	-0.2%	2.2	2.5	.	.	i	i	-0.426	3.0%	-0.105	2.1	i	38.6	0.16
Cc1cc2cc(C(c3nnnn3Cc3ccco3)N3CCc4ccccc4C3)c(=O)[nH]c2cc1C (stereo unspecified)	9.3	15.0	9.3	-0.206	33.1%	16.6	2.8	1119	-0.5	i	i	-0.584	14.0%	-0.188	7.3	i	30.8	0.00263
O=C(CCC(=O)c1ccc(-c2ccccc2)cc1)Nc1cccnc1	.	.	.	-0.155	7.8%	.	.	1265	0.4	i	i	-1.1	1.5%	-0.285	.	.	9.1	0.47
CC(C)c1ccc(C(O)Cc2nc3ccccc3n2C)cc1 (stereo unspecified)	.	.	.	-0.23	2.9%	.	.	1343	0.4	i	i	-0.527	4.0%	-0.151	.	.	53.8	0.542
COc1ccc(CN(C)C(=S)Nc2ccc(OC(F)F)cc2)cc1	13.5	19.5	6.5	-0.259	3.3%	17.1	1.7	1085	1.2	i	i	0.301	-1.3%	0.327	1.6	i	25.3	-0.267
COCCNC(=O)COc1ncnc2scc(-c3ccc(F)cc3)c12	-5.0	0.5	8.5	-0.278	-0.3%	4.7	0.9	1122	-0.4	i	i	0.265	2.4%	-0.227	5.1	i	9.8	1.32
Cc1ccc(N(C=NC#N)CC(=O)N2CCN(c3ccccc3)CC2)cc1	-2.6	13.8	7.4	-0.422	9.0%	-2.2	3.3	1190	-3.9	i	i	-0.00144	4.1%	0.295	3.3	i	6.8	-0.103
COc1ccc(/C=N/NC(=S)Nc2c(C)n(C)n(-c3ccccc3)c2=O)cc1OC	.	.	.	1.88	16.9%	.	.	1154	2.6	i	i	-1.36	10.2%	-0.364	.	.	22.8	0.389
CCN(CC)c1nc2c3c(nc4c(c3c1C#N)CC(=O)N4c1ccc(Cl)cc1)NC(C)=N2	-10.1	16.0	11.3	-0.0778	1.8%	3.5	2.2	997	-1.2	i	i	-0.0455	?	-0.138	3.0	i	53.7	-0.167
O=C(NC1CCCC1)C(c1cccnc1)N(CCc1ccccc1)C(=O)c1ccco1 (stereo unspecified)	-15.0	-9.4	7.6	-0.165	.	20.6	2.8	1476	0.5	i	i	-0.15	.	0.428	2.7	i	17.8	0.221
Cc1ccc(S(=O)(=O)N(c2ccc(Br)cc2)C2C=CS(=O)(=O)C2)cc1 (stereo unspecified)	6.9	1.2	20.6	-0.263	-1.6%	-7.9	1.2	1455	0.4	i	i	0.246	0.5%	0.427	5.2	i	15.3	0.119
Cc1cc(C)c(S(=O)(=O)N2CCOCC2)cc1C	-6.5	-4.6	0.9	-0.143	-2.9%	-36.5	1.9	1090	-0.2	i	i	0.921	-2.8%	0.777	1.4	i	30.7	-0.566
O=C1CN(C(=S)NC(=O)c2ccc(-c3ccccc3)cc2)CCN1	0.7	12.3	6.8	-0.256	-2.2%	12.9	1.3	1002	-2.5	i	i	2.45	1.4%	2.32	2.4	i	25.6	-2.27
CCN(CC)c1ccc(S(=O)(=O)N2CCOCC2)cc1NC(=O)CSc1n[nH]c(N)n1	.	.	.	-0.248	-2.5%	.	.	1341	-1.5	i	i	0.362	10.7%	-0.23	.	.	53.3	0.497
O=C(NCc1cccs1)c1noc2c1CCCC2	-12.1	4.6	2.1	-0.183	10.8%	17.2	6.5	.	.	i	i	-0.275	-3.7%	0.264	8.3	i	18.9	0.0689
O=C(CSc1nc2c(c(=O)[nH]1)CCCC2)Nc1ccc(Cl)cc1F	.	.	6.2	-0.109	20.9%	-0.9	2.7	1444	2.8	i	i	0.418	-2.1%	0.964	1.7	i	15.3	-0.235
CCN(CC)c1ccc(/C=C2/C(=O)ON=C2C)cc1	3.1	10.1	12.3	-0.273	11.5%	11.9	1.5	1158	-3.3	i	i	-0.631	15.8%	-0.0362	5.0	i	58.2	0.746
CC(=O)Nc1ccc(S(=O)(=O)N2CCN(S(=O)(=O)N3CCCCCC3)CC2)cc1	-0.2	-1.1	0.9	-0.241	-7.8%	6.9	2.7	1114	-0.8	i	i	0.784	10.1%	0.279	3.0	i	28.4	-0.156
O=C(NCCCNC(=O)c1cccs1)c1cccs1	1.9	-0.5	9.0	0.152	-11.6%	-7.9	5.0	1007	-1.5	i	i	2.75	-3.4%	2.13	2.8	i	29.6	-1.4
CCc1ccc(N2CC(C)Cn3c2nc2c3c(=O)n(CCN3CCOCC3)c(=O)n2C)cc1 (stereo unspecified)	-2.2	-15.0	9.3	-0.195	-2.1%	-0.8	1.9	1311	-0.5	i	i	-0.416	-0.7%	-0.307	1.4	i	6.6	0.238
COc1cc(C)c(S(=O)(=O)N2CCCC2)cc1C	23.6	19.0	14.7	-0.21	-2.1%	31.9	1.0	987	1.1	i	i	1.96	15.0%	1	2.7	i	27.8	-0.327
CCC(=O)Nc1cccc(NC(=O)CSc2nnnn2C)c1	-23.3	4.8	7.1	-0.289	-2.8%	18.6	0.7	892	-8.6	i	i	-0.315	12.2%	-0.0269	3.5	i	39.2	0.692
CCOC(=O)C1C(=O)CC(C)(O)C(C(=O)OCC)C1c1ccc(OC)cc1 (stereo unspecified)	8.6	5.7	8.5	-0.0797	1.2%	-2.8	1.7	1196	-0.7	i	i	1.47	-1.7%	0.372	2.9	i	56.9	-0.357
CC(=O)NN1C(=O)c2ccccc2NC1c1ccc([N+](=O)[O-])o1 (stereo unspecified)	5.8	-3.8	3.7	0.192	2.9%	-22.2	1.4	584	-1.1	i	i	-1.33	10.1%	-0.555	2.6	i	30.5	1.07
CC1CCCN(c2nc3c(c(=O)[nH]c(=O)n3C)n2CCCc2ccccc2)C1 (stereo unspecified)	-5.5	-7.7	4.7	-0.183	-18.4%	-8.7	3.2	1057	-0.1	i	i	1.6	0.9%	1.13	3.7	i	25.3	0.209
CCCCCCN1Cc2ccccc2C1	-7.2	-0.6	6.0	-0.109	6.2%	10.4	1.5	1252	1.5	i	i	0.267	7.6%	0.567	1.9	i	36.8	-1.02

# From PubChem BioAssay
